Screening results from PubChem.
Tau fluor cs = counter-screen for tau fibril formation inhibitors | 280,000 tested, 0.93% active | Potency, µM (highest dose often 57.7 µM), inactives show at the top dose activity change, negative = decrease | tau K18 P301L (four-repeat tau fragment) Alexa594 fluorescence, heparin fibrillization | AID 1463; further: on the % scale 0 is the no-effect control and ±100 the full control effect; nearly all actives have a fitted effect of over 55% in size
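Human K18 P301L tau (15 uM unlabeled plus 0.24 uM Alexa 594-labeled, final) in 100 mM sodium acetate pH 7 was mixed with compound and 20 uM heparin and incubated 6 hr at 37 C.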
ALDH1A1 inh = ALDH1A1 (human) enzyme inhibition | Purified ALDH1A1, NADH fluorescence, propionaldehyde substrate | Potency, µM (top dose mostly 75.3 µM), inactives show top-dose activity, negative = inhibition, most hits filed as inhibitors | 220,000 tested, 7.3% active | AID 1030; active means well fitted inhibition curve with a large enough effect, not every such curve was filed as active; inconclusive means small, poorly fitted or top-dose-only effect, or another doubt; inactive means no such curve, though single readings can be large or run the other way;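 further: plate controls were no enzyme wells and a reference inhibitor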
Target sequence (P00352 whole entry, looked up): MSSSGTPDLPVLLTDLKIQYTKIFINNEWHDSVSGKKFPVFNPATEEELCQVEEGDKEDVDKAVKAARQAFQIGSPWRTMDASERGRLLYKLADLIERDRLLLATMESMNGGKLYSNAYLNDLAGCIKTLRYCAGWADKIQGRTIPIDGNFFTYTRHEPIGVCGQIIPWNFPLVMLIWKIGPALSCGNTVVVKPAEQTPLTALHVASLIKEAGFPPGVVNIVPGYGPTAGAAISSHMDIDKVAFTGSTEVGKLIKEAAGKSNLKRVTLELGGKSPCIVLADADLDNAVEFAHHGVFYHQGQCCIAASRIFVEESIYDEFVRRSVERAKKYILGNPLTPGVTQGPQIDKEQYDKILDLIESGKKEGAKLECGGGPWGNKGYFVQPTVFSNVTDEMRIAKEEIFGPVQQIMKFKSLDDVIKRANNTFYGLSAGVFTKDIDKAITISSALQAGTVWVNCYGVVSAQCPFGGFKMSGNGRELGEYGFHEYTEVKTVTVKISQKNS
GAA glycogen = GAA glycogen-cleavage inhibition or activation | 300,000 tested, 0.38% active | Potency, µM (doses to about 76.4 µM), for inactives: at the highest dose activity change, negative = inhibition, hits mostly inhibitors | recombinant GAA, glycogen substrate, Amplex Red glucose oxidase fluorescence;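 further: 0% = full enzyme reaction and -100% = no-enzyme basal signal; the screen sought inhibitors and activators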
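qHTS, 1536-well; enzyme 4 nM final; cpd up to 77 uM; substrate bovine liver glycogen 30 ug; 50 mM citrate/phosphate pH 5.0, 0.01% Tween-20; 37 C, 40 min; Amplex Red detection 45 min RT; Hill fit → AC50.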
Epigenetic reg = epigenetic control regulation, reporter derepression | murine LDR cells, GFP reporter derepression, 30 h | Potency, µM (series often up to 53.9 µM), without a hit: top-dose GFP activation, most hits filed as activators | 280,000 tested, 0.2% active; further: % of control where 0% means no effect; nearly all actives have a fitted effect of over 60% in size
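Murine LDR cells carrying a silenced, genomically integrated CMV-driven GFP reporter were exposed to compound for 30 hours at 37 C. After PBS washes, GFP-positive cells (20–120 um objects) were counted by laser-scanning microplate cytometry.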
GLA spleen mod = inhibitors or activators of human alpha-galactosidase in spleen homogenate; 240,000 tested, 0.008% active; P06280; human spleen homogenate, 4MU-alpha-Gal fluorescence, 40 min; Potency, µM (top dose mostly 80 µM), without a hit: at the top dose activity change, negative = inhibition, usual class: inhibitors; AID 2107;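 further: 0% = enzyme with vehicle and -100% = no enzyme basal signal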
Target sequence (P06280 32-429 limits assumed): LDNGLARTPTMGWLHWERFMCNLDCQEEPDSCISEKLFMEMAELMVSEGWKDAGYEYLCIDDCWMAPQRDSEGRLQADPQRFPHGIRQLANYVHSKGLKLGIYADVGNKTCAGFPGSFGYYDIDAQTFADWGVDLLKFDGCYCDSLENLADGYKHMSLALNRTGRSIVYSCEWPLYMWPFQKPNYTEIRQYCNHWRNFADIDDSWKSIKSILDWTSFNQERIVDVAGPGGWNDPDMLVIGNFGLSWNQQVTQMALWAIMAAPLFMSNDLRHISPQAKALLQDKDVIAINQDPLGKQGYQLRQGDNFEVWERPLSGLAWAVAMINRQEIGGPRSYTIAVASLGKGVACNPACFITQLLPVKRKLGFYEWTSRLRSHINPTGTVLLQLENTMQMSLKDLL
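qHTS titration in buffer at pH 5.0. Alpha-galactosidase activity in spleen homogenate was measured via 4-methylumbelliferone release from 1 mM fluorogenic substrate after 40 min at 37C and a pH 10 stop. AC50 came from Hill fits of control-normalized data.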
GAA inhib = alpha-glucosidase (human) inhibition; P10253; purified human GAA, 4-MU-alpha-glucoside fluorescence; Potency, µM (doses to about 76.9 µM), without a hit: at the highest dose activity change, negative = inhibition, most hits filed as inhibitors; 200,000 tested, 0.005% active;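 further: plate controls were uninhibited enzyme wells for no effect and no-enzyme background for full effect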
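Read-out is 4-methylumbelliferone fluorescence (Ex 365/Em 440 nm) after NaOH/glycine stop at pH 10. Enzyme 4 nM, substrate 400 uM, pH 5.0 citrate buffer, 20 min room temperature; AC50 from Hill-equation concentration-response.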
NPSR antagonist = blocks cAMP signaling of the human neuropeptide S receptor | AID 1461 | 220,000 tested, 1% active | Potency, µM (series often up to 38.3 µM), without a hit: top-dose activity change, negative = inhibition, usual class: inhibitors | CHO-NPSR cells, cAMP TR-FRET, antagonist mode; further: on the % scale 0 is the no-effect control and ±100 the full control effect; nearly all actives have a fitted effect of over 50% in size; many of its hits are not listed in these tables
aGlu spleen mod = inhibitors or activators of human alpha-glucosidase in spleen homogenate; 240,000 tested, 0.006% active; human spleen homogenate, 4-MU-alpha-glucoside fluorescence; Potency, µM (series often up to 79.9 µM), for inactives: at the highest dose activity change, negative = inhibition, actives largely listed as inhibitors; P10253; AID 2112;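 further: 0% = enzyme with vehicle and -100% = no enzyme basal signal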
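Enzyme source: human spleen homogenate, 1 ug/well. Buffer 50 mM citric acid/K phosphate pH 5.0, 0.01% Tween-20. 4-MU-alpha-glucoside 1 mM; 37 C x 40 min; NaOH/glycine stop; fluorescence.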
Active calls of the source: *; ? = inconclusive; . = not tested or not shown; & = joins results of further samples; [ ] = remark or other dose. Unless noted, the call rests on the fitted dose curve; in most records, active means well fitted curve in the direction sought with a large enough effect; inconclusive means small, poorly fitted or top-dose-only effect, or another doubt; inactive means no such curve, though single readings can be large; an effect the other way counts as inactive or inconclusive. Potency means the concentration at half of the fitted maximal effect. A portion of the library. The share of hits here may be higher or lower than overall.

SMILES	Tau fluor cs	ALDH1A1 inh	GAA glycogen	Epigenetic reg	GLA spleen mod	GAA inhib	NPSR antagonist	aGlu spleen mod
Cc1cccc2cc(/C=C3\N=C(c4ccccc4)OC3=O)c(N3CCOCC3)nc12	-2%	-3%	4%	-0.8%	3%	-4%	-20%[46.1 µM]	-2%
COc1cccc(-n2nnnc2SCC(=O)NC2CCCC2)c1	-7%	-13%	-1%	0.0%	-4%	-6%	-10%[46.1 µM]	-6%
CCOC(=O)C1=NN(c2ccccc2)C2=NC(C)=C(C(=O)OC)C(c3ccc(C)cc3)N12 (stereo unspecified)	-2%	-4%	0%	0.0%	2%	-9%	-54%	1%
CCS(=O)(=O)NCC(c1ccco1)N1CCN(c2ccccc2)CC1 (stereo unspecified)	-10%&-2%	-2%	17%	0.8%&-0.9%	-12%	4%	-14%[46.1 µM]	-1%
O=C(Nc1cc(S(=O)(=O)Nc2ccc(Cl)cc2)ccc1N1CCCCC1)c1ccc(F)cc1Cl	?	32µM*	-14%	?	-2%	-1%	-58%	0%
CC(C)c1nc(SCC(=O)N2CCCc3ccccc32)c2c(=O)n(C)c(=O)n(C)c2n1	-4%	-13%	-12%	-1.8%	-10%	-2%	?	-6%
CC(=O)C(Cc1ccccc1)NC(=O)CN1CCc2ccccc2C1 (stereo unspecified)	8%	-6%	-12%	-0.2%	-8%	-2%	-8%	-6%
CCCn1nnnc1NC(=O)c1cc(Br)ccc1OC	7%	-1%	10%	-2.6%	1%	8%	5%	4%
Cn1cccc1/C=N/NC(=O)Cc1cccs1	-10%	.	0%	-0.9%	1%	.	-12%	-2%
NC(=O)c1ccccc1Br	5%	.	9%	-1.9%	2%&-7%	.	16%	2%&-7%
CC(C)c1onc(C(=O)N2CCCCC2C)c1[N+](=O)[O-] (stereo unspecified)	0%	-14%	-2%	2.8%	1%	-3%	16%	-5%
CC(C)CN(C(=O)CN1CCN(S(=O)(=O)c2ccccc2)CC1)c1c(N)n(CC(C)C)c(=O)[nH]c1=O	2%	12%	2%	-1.8%	-7%	-3%	12%	-3%
CS(=O)(=O)N1CCN(C(=O)c2cc(-c3ccncc3)nc3ccc(Cl)cc23)CC1	-1%	?	7%	0.7%	6%	-6%	-3%[46.1 µM]	0%
O=C(NCc1ccncc1)c1ccc(Cl)c(S(=O)(=O)N2CCOCC2)c1	-2%	-3%	1%	-1.0%	-7%	-8%	0%[46.1 µM]	2%
Cc1cc(C)n(-c2nnc(C)n2/N=C/c2ccccc2OCc2ccccc2Cl)n1	-1%	-1%	5%	-1.4%	-9%	-8%	?	-3%
COc1ccc(-n2c(=O)c3ccccc3n(CC(=O)NC3CCCCC3)c2=O)cc1OC	-5%	-1%	-5%	5.5%	-4%	-7%	4%	-1%
COC(=O)[C@@H]1C[C@H]2CC[C@H](O)C[C@H]2N1Cc1ccc(-c2ccccc2)cc1	-22%&10%	?	-4%	-1.2%&0.0%	1%&6%	.	7%	-4%&-1%
Cc1ccc(CNC(=O)C(C)OC(=O)c2cccs2)cc1 (stereo unspecified)	3%	10%	-1%	-0.5%	-10%	-3%	-3%[46.1 µM]	-4%
CN(C)C(=O)OCC1COc2ccccc2O1 (stereo unspecified)	-3%	.	4%	1.1%	10%	.	-9%[7.67 µM]	5%
CNC(=O)c1ccccc1-c1ccccc1	1%	-1%	-6%	8.0%	0%	0%	-17%[46.1 µM]	1%
O=C(NCc1ccco1)C1CCN(S(=O)(=O)Cc2ccccc2)CC1	-5%	-13%	7%	-1.0%	14%	0%	4%	4%
CCNC(=O)C(=O)N/N=C/c1cc([N+](=O)[O-])ccc1O	-7%	-3%	13%	-1.5%	3%	-7%	8%	-10%
CN1CCN(C2=C(NS(=O)(=O)c3cccs3)C(=O)c3ccccc3C2=O)CC1	-10%	.	-11%	0.0%	11%	.	-50%	1%
CCOc1[nH]n(-c2ccccc2)c(=O)c1C=NCc1ccncc1	-5%	-1%	6%	-0.7%	0%	-6%	0%	.
Cc1ccc2nc(/C(C#N)=C\c3cc(O)ccc3[N+](=O)[O-])[nH]c2c1	-27%	2%	1%	-1.2%	-4%	5%	-22%	-2%
C=CCNc1cc(C)oc(=O)c1C(=O)CCC	-12%	-14%	4%	-0.5%	-14%	-2%	0%[46.1 µM]	-4%
CC(O)CSc1nc2c(c(=O)n(C)c(=O)n2C)n1CCCc1ccccc1 (stereo unspecified)	11%	.	4%	0.0%	1%	.	-18%	5%
COc1ccc(OCC(O)CNC(=O)Nc2ccccc2)cc1 (stereo unspecified)	-7%	-4%	4%	-0.3%	8%	-11%[15.4 µM]	-26%	2%
Cc1csc(NC(=O)C2CCCN(S(=O)(=O)c3cccnc3)C2)n1 (stereo unspecified)	-2%	5%	8%	0.4%	1%	-3%	2%[46.1 µM]	1%
Cc1ccc2nc(NC(=O)C3CCCN(S(=O)(=O)c4cccc5nsnc45)C3)sc2c1 (stereo unspecified)	?	-4%	-11%	-1.8%	-2%	-10%	?	-3%
C=CCc1cc(C)ccc1OCCOCCn1ccnc1	-2%	25µM*	8%	0.0%	-3%	-5%	7%	-5%
Clc1ccc(-n2nnc(-c3cccnc3Cl)n2)cn1	-13%	-4%	-4%	-0.7%	6%	.	-12%	2%
CCSc1nnc(NC(=O)c2cccc(S(=O)(=O)N(C)c3ccc(C)cc3)c2)s1	-25%	2%	15%	0.0%	-3%	-10%	-23%	-8%
O=C(Nc1ccccc1C(F)(F)F)c1cccnc1	3%	7%	5%	0.0%	3%	3%	-3%[46.1 µM]	1%
CCCC(=O)Nc1ccc(-c2nc3cc(C)c(C)cc3o2)cc1	-21%	?	1%	0.0%	0%	-8%	-4%[46.1 µM]	-4%
O=C1/C(=C/c2ccc3c(c2)OCO3)CCC/C1=C\c1ccc2c(c1)OCO2	-7%	?	6%	4.0%	5%	0%	-11%	-8%
O=C(O)CC(c1cccc2ccccc12)n1cccc1 (stereo unspecified)	-2%	-7%	-9%	-3.5%	5%	5%	0%[46.1 µM]	-5%
CCN(CC)CC(=O)Nc1ccc(C)cc1C(=O)c1ccccc1	-12%	.	5%	-1.1%	3%	.	6%	-2%
CCOc1cc(/C=C/c2nc3cc(C)c(C)cc3s2)ccc1OCC(=O)N1CCOCC1	-11%	?	0%	0.0%	4%	?	-15%	-3%
CCOc1cc(C)c(C(C)C)cc1S(=O)(=O)n1ccc(C)n1	-5%	?	-2%	0.0%	16%	-3%	?	3%
COc1ccc(NC(=O)CCNS(=O)(=O)c2ccc(Br)s2)cc1	-9%	-4%	-2%	-1.3%	7%	5%	-10%[46.1 µM]	-5%
CCSC1=NCCN1C(=O)c1ccc(S(=O)(=O)N(CC)CC)cc1	-15%	-7%	2%	5.7%	-5%	-7%	14%	-5%
CCCCNC(=S)N(C)/N=C/c1ccccc1C(=O)O	-6%	1%	11%	-5.5%	3%	-2%	-6%[46.1 µM]	0%
O=C(O)c1cccnc1Sc1ccccc1Cl	-5%	-1%	3%	1.1%	14%	0%	5%	2%
CC(C)Oc1cccc(C(=O)C2CCCN(C(=O)c3ccnn3C)C2)c1 (stereo unspecified)	-11%	?	2%	0.0%	1%	4%	1%	7%
CCn1c2ccccc2c2cc(NC(=O)c3cccc(OC)c3OC)ccc21	?	-4%	0%	-1.0%	-1%	-5%	-37%	-1%
COc1ccc(-c2ccnc(SCC(=O)N3CCN(c4ccccc4)CC3)n2)cc1	-7%	.	0%	-1.3%	5%	.	-2%	-1%
Cc1ccc(SCC(=O)NCCC2=CCCCC2)cc1	-11%	?	0%	-0.4%	-11%	-6%	-4%[46.1 µM]	-6%

Next part (3 carried over from the part before).
SMILES	Tau fluor cs	ALDH1A1 inh	GAA glycogen	Epigenetic reg	GLA spleen mod	GAA inhib	NPSR antagonist	aGlu spleen mod
CCn1c2ccccc2c2cc(NC(=O)c3cccc(OC)c3OC)ccc21	?	-4%	0%	-1.0%	-1%	-5%	-37%	-1%
COc1ccc(-c2ccnc(SCC(=O)N3CCN(c4ccccc4)CC3)n2)cc1	-7%	.	0%	-1.3%	5%	.	-2%	-1%
Cc1ccc(SCC(=O)NCCC2=CCCCC2)cc1	-11%	?	0%	-0.4%	-11%	-6%	-4%[46.1 µM]	-6%
CC(C)c1nnc(NC(=O)Cc2ccccc2[N+](=O)[O-])s1	6%	?	13%	-2.0%	-6%	-7%	13%	-3%
O=C(O)c1ccc(CSc2nnc(-c3ccccc3)n2-c2ccccc2)cc1	3%	.	6%	0.1%	3%	.	-18%	-1%
CCC(=O)c1ccc2ncccc2c1	5%	3%	-3%	0.0%	5%	-1%	15%	-9%
Cn1c(SCC(N)=O)nnc1-c1cnccn1	11%	2%	0%	5.4%	-2%	-5%	2%	0%
Cc1cc(C)c(S(=O)(=O)Nc2c(C)[nH]c(=O)[nH]c2=O)c(C)c1	-2%	4%	6%	-1.2%	13%	-5%	1%[46.1 µM]	3%
CCN(C(=S)Nc1ccc(Oc2ccccc2)cc1)c1ccccc1	?	?	8%	-0.9%	0%	-1%	-2%[46.1 µM]	-7%
O=C(/C=C\c1ccc2c(c1)OCO2)CC1(O)C(=O)Nc2ccccc21 (stereo unspecified)	11%	.	7%	-4.2%	7%	.	0%	3%
Cc1nn(-c2ccccc2)c2[nH]c(=O)c(CNCc3ccc4c(c3)OCO4)cc12	-2%	?	?	2.6%	0%	-7%	0%[46.1 µM]	-6%
N#CCSc1nnc(CNc2ccc(F)cc2)o1	-2%	-9%	5%	1.2%	3%	6%	6%[46.1 µM]	-3%
CC(C)S(=O)(=O)c1cnc(-c2ccccn2)nc1N	-12%	.	4%	-0.3%	1%	.	3%[7.67 µM]	-4%
Cc1cccc(CSc2nnc(-c3ccccn3)n2N)c1	1%	-8%	-6%	-0.7%	0%	1%	?	-11%
COc1c(Cl)cnn(-c2ccccc2)c1=O	-4%	7%	16%	1.0%	4%	?	-8%	0%
O=C1NC2(CCCC2)Oc2ccccc21	-5%	5%	4%	0.0%	7%	-9%	22%	-1%
